Screens from PubChem.
Peg3 imprint – qHTS Assay for Compounds that Induce Erasure of Genomic Imprints; Potency, µM (series often up to 60.7 µM), for the others: at the highest dose activity change, positive = activation, actives largely listed as activators; AID 1948, 2009; 110,000 compounds, 0.02% hits; mouse ES Peg3-LacZ reporter, beta-gal luminescence, 40 h;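 also: 0% = negative control wells on the plate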
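Imprint erasure is scored as LacZ activity from the silenced maternal Peg3 allele in feeder-free female ES cells cultured 40 h with LIF. Luminescence is normalized to in-plate negative controls and fitted to the Hill equation.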
p53ts 32C tox – qHTS Screen for Compounds that Selectively Target Cancer Cells with p53 Mutations: Cytotoxicity of p53ts Cells at the Permissive Temperature | H1299-p53A138V at 32C, ATP luminescence viability, 24 h | Potency, µM (doses to about 46.1 µM), without a hit: at the top dose activity change, negative = cytotoxicity, usual class: cytotoxic | 130,000 compounds, 0.93% hits;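 also: 0% = DMSO and -100% = full killing by reference compound; nearly all actives have a fitted effect of over 55% in size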
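ATP-content luminescence (ATPlite) read-out after 24 h compound exposure at 32C in H1299-p53A138V cells (600/well). Tested up to 46 uM. Normalized to DMSO (0%) and 100 uM tamoxifen (100% killing); Hill-fit AC50.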
IkB sig inh – IkB Signaling. ABC-DLBCL IkBa-CBG/CBR dual luciferase ratio, 4 h; response scale: scaled: untreated 0%, proteasome inhibitor 100%. Potency, µM (top dose mostly 57.1 µM), for the others: at the highest dose IkBa stabilization activation. 110,000 compounds, 0.04% hits; active = well fitted curve in the direction sought with a large enough effect in the signal ratio, not every such curve was filed as active; inconclusive = small, poorly fitted or top-dose-only effect, or a change in a side signal; the % refers to the signal ratio;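 also: the direction sought is a rising ratio; 0% = basal untreated cells and 100% = reference inhibitor full response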
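In this assay, an IκBα–CBG68 fusion accumulates when IKK-driven degradation is blocked; native CBR normalizes for cell number. OCI-Ly3 cells were treated 4 h with compound and doxycycline, then green and red light read after Chroma-Glo addition.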
p53ts 39C kill – qHTS Screen for Compounds that Selectively Target Cancer Cells with p53 Mutations: Cytotoxicity of p53ts Cells at the Nonpermissive Temperature; H1299-p53A138V viability at 39C, ATP luminescence, 24 h; 130,000 compounds, 1.5% hits; AID 902, 2007; Potency, µM (doses to about 46.1 µM), inactives show top-dose activity change, negative = cell killing, actives largely listed as cytotoxic; also: nearly all actives have a fitted effect of over 55% in size
Numbers without * were called inactive; ? = inconclusive; nt = not tested or not shown; & = joins results of further samples; [ ] = another dose, or the depositor's remark. Unless noted, calls follow the shape of the dose curve; as a rule, active = well fitted curve in the direction sought with a large enough effect; inconclusive = small, poorly fitted or top-dose-only effect, or another doubt; inactive = no such curve, though single readings can be large; an effect the other way counts as inactive or inconclusive. Unless noted, % is scaled to controls: 0 for no effect and ±100 for the full control effect; potency is read from the fitted curve at half-maximal effect.

Order of values: Peg3 imprint	p53ts 32C tox	IkB sig inh	p53ts 39C kill
O=C(CN1C(=O)NC(Cc2ccccc2)C1=O)Nc1ccc(F)cc1 (configuration not stated)
    -5%	-1%	2.0%	3%
Cc1ccc(NC(=O)CSc2nnc3nc(C)cc(C)n23)cc1
    -3%[10.9 µM]	-5%	2.2%	-19%
CCc1ccccc1NC(=O)CSc1nc2c(c(=O)[nH]1)CN(Cc1ccccc1OC)CC2
    -3%[10.9 µM]	-4%	0.0%	3%
O=C(Nc1ccc(Oc2ccccc2)cc1)C1CCN(c2ncccn2)CC1
    -13%	11%	-0.1%	-6%
CCOC(=O)CSc1nc(C)cc(Oc2ccc(=O)n(C)n2)n1
    -2%	-6%	-0.6%	2%
CCOC(=O)CNc1ncnc2c1nnn2C
    -12%[10.9 µM]	-7%	0.6%	-9%
CCCC(C)C(=O)NCc1ccccc1OC (configuration not stated)
    -15%	2%	11%	-2%
Nc1nc2ccccc2n1/N=C/c1ccc(-c2ccccc2)o1
    -35%[inhibitor]	-11%	?	-13%
CC(=O)NCCc1cc2ccc(C)c(C)c2[nH]c1=O
    -15%	-18%	-3.9%	11%
CN1CCN(c2ncc3nc(CCc4ccccc4)c(=O)n(C4CC4)c3n2)CC1
    -34%[inhibitor]	1%	-0.1%[11.4 µM]	-16%
CCSC1=N/C(=C\c2ccc3c(c2)OCO3)C(=O)S1
    -2%	19%	-3.7%	-5%
Cc1ccc(C)c(CN2CCC(CNC(=O)c3cc4ccc5cccnc5c4[nH]3)CC2)c1
    -5%[10.9 µM]	-2%	-0.2%	-17%
CCOC(=O)c1c(S(=O)(=O)N2CCC(C(=O)N3CCN(c4cc(C)ccc4C)CC3)CC2)c(C)n(C)c1C
    -9%[10.9 µM]	12%	0.6%	?
CCC(C)NC(=O)C1CCN(S(=O)(=O)c2ccc3c(c2)CCCN3C(C)=O)CC1 (configuration not stated)
    -10%[10.9 µM]	7%	4.2%	-7%
Cc1ccc(OCCCn2c(-c3ccc(Cl)cc3)nc3ccccc3c2=O)cc1C
    -6%[10.9 µM]	2%	1.7%	-7%
c1ccc(-c2cc3c(N4CCOCC4)ncnc3s2)cc1
    -11%	-3%	?	-13%
Cc1nnc(SCCn2c(N3CCN(C)CC3)nc3c2c(=O)[nH]c(=O)n3C)s1
    2%	-2%	-1.1%	-3%
O=C(Cn1cnc(S(=O)(=O)N2CCCC2)c1)Nc1ccc(OC(F)(F)F)cc1
    -5%[10.9 µM]	5%	2.3%	-24%
Cc1ccc(NCC(O)C(O)C(O)CO)cc1C (configuration not stated)
    -2%	2%	0.8%	0%
Cc1ccc(-c2nn(C)c(=O)c3ccccc23)cc1CNC(=O)CN1CCOCC1
    -2%	5%	0.5%	1%

Other entries
Order of values: Peg3 imprint	p53ts 32C tox	IkB sig inh	p53ts 39C kill
COc1ccccc1N(CN1CCCC1=O)C(=O)c1c(F)cccc1Cl
    -14%	0%	3.7%	7%
Cc1ccc(-c2cc(C(=O)Nc3c(C#N)cnn3C)no2)cc1
    -27%	?	-1.9%	?
CCc1nc2c(n1O)CCc1nonc1-2
    -11%	4%	5.0%	-2%
CCC(c1nnnn1Cc1ccco1)N1CCN(C(=O)c2ccco2)CC1 (configuration not stated)
    7%	5%	-0.2%	1%
CCN(CC)c1ccc(NC(=O)c2ccco2)c(C)c1
    -22%	-1%	-0.3%	3%
CCOc1ccccc1N1CCN(Cc2cccc(OC)c2O)CC1
    -4%	-4%	?	0%
O=C(Nc1ccc(Cl)cc1)c1cc(S(=O)(=O)N2CCCc3ccccc32)ccc1F
    -21%[10.9 µM]	9%	?	39%[activator]
O=C(c1ccccc1)N1CCCCC(Sc2nnc3ccccn23)C1=O (configuration not stated)
    -6%	-2%	0.8%	-6%
CC(=O)N1CCOc2cc(S(=O)(=O)N(C)Cc3ccccc3)c(Cl)cc21
    -9%[10.9 µM]	8%	-0.4%	?
CCc1c(C)nc2ncnn2c1N1CCC(C(=O)NCc2cccc(OC)c2)CC1
    -15%	-6%	1.9%	-2%
O=S(=O)(CCc1nc2ccccc2o1)c1ccc(Cl)cc1
    4%	8%	2.7%	1%
O=C(Nc1cnc2sccn2c1=O)c1ccccc1Cl
    -90%[inhibitor]	-18%	2.7%	-16%
CCn1c(=O)c2cc(C(=O)NCc3ccc(F)cc3Cl)sc2c2ccccc21
    -3%[10.9 µM]	3%	-2.3%	-13%
COc1ccc(C2C(C(=O)NCc3ccccn3)c3cc(OC)c(OC)cc3C(=O)N2C)cc1 (configuration not stated)
    -1%	-1%	1.1%	9%
COc1ccccc1-c1coc2c(CN3CCN(C)CC3)c(O)ccc2c1=O
    -7%	0%	-0.2%	3%
COC(=O)c1ccc(NC(=O)c2cnn(-c3ccc(Cl)cc3)c2C2CCN(C(=O)OC(C)(C)C)CC2)cc1
    8%[10.9 µM]	24%	?	0%
COc1ccc(C2N=C(Nc3ccc(C)cc3)Nc3nc(C)cc(=O)n32)cc1 (configuration not stated)
    -5%	8%	-0.1%	20%
COc1ccc(Cn2c(C(=O)O)c(CNCc3ccccc3F)c3ccc(OC)cc32)cc1
    13%[10.9 µM]	0%	?	-18%
CCOc1ccc(CCNC(=O)CSc2cc(=O)n(C)c3cc(Cl)ccc23)cc1OCC
    -3%[10.9 µM]	5%&5%	-1.6%	24%&-21%
O=C(Nc1cc(F)ccc1F)C1COc2ccccc2C1 (configuration not stated)
    -8%[10.9 µM]	-1%	-1.5%	-3%

Compounds shown so far with an NH in an aromatic ring, in the order listed:
Order of values: Peg3 imprint	p53ts 32C tox	IkB sig inh	p53ts 39C kill
CCc1ccccc1NC(=O)CSc1nc2c(c(=O)[nH]1)CN(Cc1ccccc1OC)CC2
    -3%[10.9 µM]	-4%	0.0%	3%
CC(=O)NCCc1cc2ccc(C)c(C)c2[nH]c1=O
    -15%	-18%	-3.9%	11%
Cc1ccc(C)c(CN2CCC(CNC(=O)c3cc4ccc5cccnc5c4[nH]3)CC2)c1
    -5%[10.9 µM]	-2%	-0.2%	-17%
Cc1nnc(SCCn2c(N3CCN(C)CC3)nc3c2c(=O)[nH]c(=O)n3C)s1
    2%	-2%	-1.1%	-3%

Further entries follow.
Order of values: Peg3 imprint	p53ts 32C tox	IkB sig inh	p53ts 39C kill
COC(=O)c1scc(-c2ccc(C)cc2)c1S(=O)(=O)Nc1ccc(NC(C)=O)cc1
    -11%[10.9 µM]	13%	0.7%	-15%
O=C(NCc1ccccc1Cl)C1CCN(S(=O)(=O)c2ccc3c(c2)CCCN3C(=O)C2CCC2)CC1
    -13%[10.9 µM]	6%	1.5%	-3%
COC(=O)C(C)Sc1nc2c([nH]c3ccccc32)c(=O)n1-c1ccc(OC)cc1 (configuration not stated)
    -12%[10.9 µM]	-7%	-0.6%	-25%
COC(=O)c1ccc(C(NC(=O)OCc2ccccc2)/C(F)=C/[C@@H](C)C(=O)NCc2cc(F)cc(F)c2)cc1 (some centres not stated)
    -11%	6%	nt	-22%
Cn1nnnc1SCC(=O)NCCc1ccc(Cl)cc1
    -3%	4%	-0.5%	2%
Cc1c(CCNS(=O)(=O)c2ccccc2)sc2nc(-c3ccc(Cl)cc3)nn12
    -19%[10.9 µM]	-1%	22%	-21%
COC(=O)c1cc(NC(=O)C2CC=CCC2C(=O)O)cc(C(=O)OC)c1 (configuration not stated)
    -9%	14%	5.3%	3%
c1ccc2c(c1)[nH]c1c(N3CCOCC3)ncnc12
    -13%	-1%	-0.5%	-1%
CC(C)CC(OC(=O)c1ccco1)C(=O)NC1CCCCC1 (configuration not stated)
    -9%	3%	0.9%	-5%
O=C1CC(c2ccco2)Cc2nc(Nc3nc(-c4ccccc4)c4ccccc4n3)ncc21 (configuration not stated)
    -1%	-4%	5.6%	2%
CN(C)c1nc(Nc2ccc(Cl)cc2)nc(OCC#N)n1
    -21%	8%	-3.4%	4%
COc1ccc(C2CC(=O)N(CC(=O)Nc3ccc(C(F)(F)F)cc3)c3ccccc3S2)cc1 (configuration not stated)
    -6%[10.9 µM]	6%	?	?
CCC(=O)Nc1ccc(Oc2ccc3c(c2)C(=O)NC3=O)cc1
    -3%	1%	1.2%	10%
CCCc1cc(=O)[nH]c(Nc2cc(Cl)cc(Cl)c2)n1
    -13%[10.9 µM]	15%	?	-21%
CCOC(=O)Cn1c2c(c(=N)c3ccccc31)CCC2
    8%	9%	1.1%	13%
COc1ccc(-c2cc(C(=O)O)c3ccccc3n2)c(OC)c1
    -11%	-3%	1.2%	-1%
COc1ccc2ccccc2c1C1CC(=O)N2CN(C)CSC2=C1C#N (configuration not stated)
    -13%	6%	5.9%	12%
CSc1cccc(NC(=O)Cn2c(=O)n(Cc3ccccc3)c(=O)c3sc4ccccc4c32)c1
    -9%[10.9 µM]	-12%	1.2%	?
C=CCn1c(SC2CCOC2=O)nc2sc(C)c(C)c2c1=O (configuration not stated)
    nt	3%	nt	15%
Nc1nc2n(n1)C(c1cccc(Cl)c1)CC(c1ccc(F)cc1)N2 (configuration not stated)
    -6%	8%	-2.4%	-1%

More records
Order of values: Peg3 imprint	p53ts 32C tox	IkB sig inh	p53ts 39C kill
COC(=O)c1ccc2c(c1)N(Cc1ccc(F)cc1)C(=O)c1ccccc1S2
    -17%[10.9 µM]	-3%	?	14%
COc1cc(C2c3c(-c4ccccc4O)n[nH]c3C(=O)N2CCO)ccc1OCc1ccccc1 (configuration not stated)
    -7%[10.9 µM]	9%	-1.6%	-2%
O=c1c2[nH]c3ccc(F)cc3c2ncn1CCN1CCOCC1
    -7%	-18%	-3.2%	-1%
Cc1cc(C)c(NC(=O)CN2C(=O)c3cccnc3Oc3ccc(C)cc32)c(C)c1
    -19%[10.9 µM]	13%	-0.8%	13%
CC(NC(=O)c1ccc2c(c1)OCO2)C(c1cccs1)N1CCOCC1 (configuration not stated)
    -10%	14%	-1.1%	-3%
O=C1CC(c2ccccc2)CC(O)=C1C=NCc1ccco1 (configuration not stated)
    10%	5%	-2.5%	-2%
COc1cc(C(=O)N2CCc3c([nH]c4ccccc34)C2c2ccc(C)cc2)cc(OC)c1OC (configuration not stated)
    8%[10.9 µM]	16%	-0.5%	3%
COC(=O)c1ccccc1NC(=O)CN1CCC(n2nnc3cc(F)ccc32)CC1
    -3%	-4%	?	3%
COc1ccc(-c2cc(=O)n(-c3nc4ccccc4[nH]3)[nH]2)cc1
    -49%[inhibitor]	?	-0.4%	?
Cc1n[nH]c(=O)nc1NCc1ccco1
    -7%	4%	-0.3%	2%
COc1ccc(NC(=O)CSc2nc(C)cc(C)c2C(=O)Nc2ccccc2OC)cc1
    -8%[10.9 µM]	4%	?	-11%
Cc1cc2c(nn1)CCC/C2=N\O
    -1%	6%	-0.9%	9%
COc1ccccc1COCC(O)CNCC1(N2CCCCC2)CCCCC1 (configuration not stated)
    -9%	-2%	0.1%	-4%
COc1cccc(NC(=O)C(=O)NCC(c2cccnc2)N2CCN(c3ccccc3)CC2)c1 (configuration not stated)
    -13%[10.9 µM]	-20%	-1.0%	-16%
COc1ccc(-c2noc(CSc3nnc(C)n3-c3ccc(OC)cc3)n2)cc1
    10%[10.9 µM]	-2%	?	-16%
O=c1c(-c2ccc(Cl)cc2)nc2cnc(N3CCNCC3)nc2n1-c1ccccc1
    -32%[inhibitor]	-1%	-1.5%[11.4 µM]	?
CCC(c1nnnn1Cc1cccs1)N1CCN(C2CCCC2)CC1 (configuration not stated)
    -3%	0%	0.5%	7%

Three entries from above, arranged by length of the SMILES, low to high:
Order of values: Peg3 imprint	p53ts 32C tox	IkB sig inh	p53ts 39C kill
CCOc1ccccc1N1CCN(Cc2cccc(OC)c2O)CC1
    -4%	-4%	?	0%
Cc1ccc(-c2cc(C(=O)Nc3c(C#N)cnn3C)no2)cc1
    -27%	?	-1.9%	?
COC(=O)c1ccc2c(c1)N(Cc1ccc(F)cc1)C(=O)c1ccccc1S2
    -17%[10.9 µM]	-3%	?	14%
